# TWEAK-Fn14 inh = inhibitors of TWEAK-Fn14 signaling, primary screen, luciferase reporter cells, uHTS; TWEAK-stimulated Fn14 reporter cells, luciferase luminescence, 8 h; inhibition, % at 10 µM; 360,000 tested, 2% active; AID 1159606, 2016; in the data active = inhibition above about 50%
# LRH-1 inv ag = LRH-1 (NR5A2) inverse agonists, primary screen, cell-based, luminescence, HEK293T, StAR-luciferase reporter | Nuclear receptor subfamily 5 group A member 2 (Homo sapiens), O00482 | LRH-1 transfected, 24 h | inhibition, % at 3.6 µM | 360,000 tested, 0.13% active | AID 602396, 2012;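 active = inhibition above the mean inhibition of all tested compounds plus 3 SD, cut at about 73% in these data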;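 also: 0% = DMSO wells and 100% = reporter-only cells lacking LRH-1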
# NOD2-RIPK2 inh = NOD2-RIPK2 binding disruptors in cells, primary screen, fluorescence, CHO cells, BLA complementation; Receptor-interacting serine/threonine-protein kinase 2 (Homo sapiens), O43353; CCF4 ratio; inhibition, % at 4.98 µM; 360,000 tested, 0.38% active; AID 624267, 2012; in the data active = inhibition above about 21%;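 also: 0% = vehicle only and 100% = reference blocker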
# Target sequence (O43353 whole entry, looked up): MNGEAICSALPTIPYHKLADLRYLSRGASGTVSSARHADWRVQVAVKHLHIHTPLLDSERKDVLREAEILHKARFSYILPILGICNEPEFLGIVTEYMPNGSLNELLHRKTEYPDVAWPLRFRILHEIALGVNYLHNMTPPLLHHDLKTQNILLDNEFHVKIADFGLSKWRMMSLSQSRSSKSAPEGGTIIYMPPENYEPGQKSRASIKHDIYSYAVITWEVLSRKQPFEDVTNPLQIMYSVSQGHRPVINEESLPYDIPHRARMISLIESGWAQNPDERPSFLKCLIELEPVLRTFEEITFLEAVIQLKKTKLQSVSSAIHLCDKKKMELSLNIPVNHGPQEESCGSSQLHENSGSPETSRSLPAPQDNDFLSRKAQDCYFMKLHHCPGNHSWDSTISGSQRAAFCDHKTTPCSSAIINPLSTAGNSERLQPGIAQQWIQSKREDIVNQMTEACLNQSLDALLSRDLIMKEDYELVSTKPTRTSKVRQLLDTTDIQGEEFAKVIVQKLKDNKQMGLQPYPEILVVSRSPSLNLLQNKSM
# TLR9-MyD88 block = inhibitors of TLR9-MyD88 association in cells, primary screen, cell-based, CHO, BLA complementation, fluorescence. AID 504734, 2011. inhibition, % at 4.98 µM. 340,000 tested, 0.21% active. Toll-like receptor 9 (Homo sapiens) + Myeloid differentiation primary response protein …. CCF4 FRET ratio;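 active = inhibition above the mean over all tested compounds plus 3 SD, cut at about 21% in these data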;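 also: 0% = DMSO only wells and 100% = clavulanate BLA inhibitor control wells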
# TRAIL sens C8 = viability loss with TRAIL in NB7+C8 cells, primary screen, TRAIL sensitizer project, cell-based, ATPlite luminescence | inhibition (viability loss, TRAIL sensitization), % at 10 µM | 360,000 tested, 1% active;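 active = compounds causing at least 50% loss of cell viability in the single-dose screen, relative to plate controls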
# SRC1 inh = SRC1 coactivator transcriptional activity inhibitors, primary screen, cell-based, luminescence | 360,000 tested, 0.12% active | inhibition, % at 3.6 µM | HEK293 GAL4-SRC1 luciferase reporter | Nuclear receptor coactivator 1 (Homo sapiens), Q15788 | AID 588354, 2011;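 active = inhibition above the campaign mean plus 3 SD, with each screening campaign given its own cutoff, cut at about 60% in these data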;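 also: 0% = DMSO treated cells and 100% = gossypol at 36 µM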
# SRC3 inh = SRC3 coactivator transcriptional activity inhibitors, primary screen, cell-based, luminescence; HEK293 GAL4-SRC3 luciferase reporter; 360,000 tested, 0.17% active; inhibition, % at 3.6 µM; Nuclear receptor coactivator 3 (Homo sapiens), Q9Y6Q9;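 active = inhibition above a per-campaign cutoff, the mean of all compounds plus 3 SD, cut at about 60% in these data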;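 also: 0% = DMSO-treated cells and 100% = gossypol-treated cells at 36 µM; higher means less SRC3-driven luciferase light from the GAL4 reporter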
# TROY signal inh = inhibitors of TROY-driven NF-kB signaling, primary screen, Q293 LMP1-TROYcd cells, NF-kB luciferase, uHTS | Q293 LMP1-TROYcd NF-kB luciferase reporter, 4 h | inhibition, % at 10 µM | 360,000 tested, 0.98% active;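 active = compounds whose plate-normalised and pattern-corrected inhibition of the luciferase reporter signal at the single screening dose is 50% or more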
# NR2F2 inh = NR2F2 transcriptional activity inhibitors, primary screen, cell-based, luciferase reporter, HEK293T, luminescence; COUP transcription factor 2 (Homo sapiens), P24468; HEK293T NGFI-A luciferase reporter; inhibition, % at 8.6 µM; 370,000 tested, 0.7% active; AID 686940, 2013;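 active = inhibition above a per-plate cutoff, mean inhibition of test wells between control levels plus 3 SD, cut at about 38% in these data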;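 also: cells cotransfected with COUP-TFII expression vector driving the NGFI-A reporter; 0% = median of COUP-TF2 test wells and 100% = reporter-only cells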
# Target sequence (P24468 whole entry, looked up): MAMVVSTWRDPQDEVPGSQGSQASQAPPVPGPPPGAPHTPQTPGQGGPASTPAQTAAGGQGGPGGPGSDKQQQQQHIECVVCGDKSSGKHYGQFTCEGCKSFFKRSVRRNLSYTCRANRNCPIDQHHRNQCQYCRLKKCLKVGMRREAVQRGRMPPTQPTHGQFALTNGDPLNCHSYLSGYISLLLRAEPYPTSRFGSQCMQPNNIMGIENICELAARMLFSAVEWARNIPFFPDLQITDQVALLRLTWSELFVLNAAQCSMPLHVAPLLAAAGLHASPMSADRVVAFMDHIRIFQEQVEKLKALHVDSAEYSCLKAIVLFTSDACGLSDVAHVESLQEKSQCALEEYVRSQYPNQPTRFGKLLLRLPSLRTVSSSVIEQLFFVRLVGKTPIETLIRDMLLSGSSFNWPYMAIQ
# SRC2 inh = inhibition of GAL4-SRC2 driven luciferase reporter, primary screen, SRC2 inhibitor project, cell-based, luminescence | HEK293 GAL4-SRC2 luciferase reporter | inhibition, % at 9 µM | Nuclear receptor coactivator 2 (Homo sapiens), Q15596 | 370,000 tested, 0.17% active;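 active = inhibition above the mean inhibition of all tested compounds plus 3 SD, set per campaign, cut at about 52% in these data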;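 also: 0% = DMSO treated cells and 100% = cells given Gossypol at 36 µM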
# LMP1 NFkB inh = EBV LMP1-driven NF-kappaB luciferase reporter inhibitors, primary screen, cell-based, luminescence, single point | LMP1-induced NF-kappaB luciferase reporter cells | inhibition, % at 12.5 µM | 350,000 tested, 0.69% active | AID 504558, 2011; in the data active = inhibition above about 41%;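 also: 0% = neutral control wells and 100% = reference inhibitor control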
# * = called active by the depositor; / = not tested or not shown; & = joins results of further samples. These rows are one share of the data, so the mix of outcomes need not match the whole.
no.	Compound	TWEAK-Fn14 inh	LRH-1 inv ag	NOD2-RIPK2 inh	TLR9-MyD88 block	TRAIL sens C8	SRC1 inh
1	COc1ccccc1-n1c(C)nc2cc(C(=O)O)ccc21	7	12	-5	-6	-2	1
2	CCOC(=O)c1ccc(-n2ccnc2)c(NC(=O)c2ccc(Cl)cc2)c1	0	18	4	0	-9	-2
3	Cc1cc(NC(=O)CSC2=NS(=O)(=O)c3ccccc3N2)no1	9	-19	1	-8	-3	-4
4	OC1(c2nc3ccccc3[nH]2)CCCCC1	0	14	-9	-8	-8	1
5	COc1ccc(Cn2ccnc2)cc1Br	-13	-3	-5	-4	22	2
6	CCC(=O)c1ccc(OCC(=O)OCC(=O)N2c3ccccc3CC2C)cc1 (stereo unspecified)	12	12	5	3	-1	-5
7	Cc1nc(C(=O)Nc2ccccc2)sc1C1(C)CC(c2cccc([N+](=O)[O-])c2)=NO1 (stereo unspecified)	4	-34	5	-1	6	-19
8	O=C(Nc1ccc(F)cc1)N1CCC(c2nc3c(nnn3Cc3ccccc3Cl)c(=O)[nH]2)CC1	38	2	-6	8	-9	-48
9	Cc1ccc2nc(N(CCCN(C)C)C(=O)COc3ccc(Cl)cc3)sc2c1	19	4	15	5	5	-20
10	O=C(c1cc(-c2ccco2)on1)N1CCN(c2ccccc2)CC1	-54	4	3	4	9	6
11	Cc1ccc(C)c(N2CCN(C(=O)c3ccc(N4CCCC4=O)cc3)CC2)c1	6	-3	-6	-11	4	5
12	COc1ccc(C(C(=O)NC(C)(C)C)N(C(=O)Cn2nnc3ccccc32)c2ccc(C(C)=O)cc2)cc1O (stereo unspecified)	-1	-6	2	-6	7	-17
13	Cn1cccc1Cc1nnc(SCC(=O)N2CCN(c3ccccc3)CC2)n1-c1ccc(F)cc1	-1	6	-4	-4	-3	-3
14	Clc1ccc(CSc2nnc(-c3ccccn3)n2Cc2ccco2)c(Cl)c1	6	13	12	4	7	5
15	Cc1ccc(S(=O)(=O)N2CCOCC2)cc1NC(=O)COC(=O)c1cnc(Cl)c(Cl)c1	2	4	-2	2	20	0

no.	SRC3 inh	TROY signal inh	NR2F2 inh	SRC2 inh	LMP1 NFkB inh
1	3	2	-2	12	4
2	4	-24	2	-25	1
3	-6	13	13	-21	-4
4	-18	-9	-4	17	6
5	10	-3	-9	2	-2
6	4	5	0	6	-1
7	-43	-16	-19	-26	-6
8	18	-2	12	-6	-14
9	9	-34	1	8	21
10	-12	-57	-2	-6	-15
11	-2	-4	/	/	10
12	-4	-17	5	-6	-7
13	11	3	18	-34	6
14	2	-12	7	-10	11
15	-2	16	2	-15	4

# The last 6 records of the part above lead into the next.
no.	Compound	TWEAK-Fn14 inh	LRH-1 inv ag	NOD2-RIPK2 inh	TLR9-MyD88 block	TRAIL sens C8	SRC1 inh
10	O=C(c1cc(-c2ccco2)on1)N1CCN(c2ccccc2)CC1	-54	4	3	4	9	6
11	Cc1ccc(C)c(N2CCN(C(=O)c3ccc(N4CCCC4=O)cc3)CC2)c1	6	-3	-6	-11	4	5
12	COc1ccc(C(C(=O)NC(C)(C)C)N(C(=O)Cn2nnc3ccccc32)c2ccc(C(C)=O)cc2)cc1O (stereo unspecified)	-1	-6	2	-6	7	-17
13	Cn1cccc1Cc1nnc(SCC(=O)N2CCN(c3ccccc3)CC2)n1-c1ccc(F)cc1	-1	6	-4	-4	-3	-3
14	Clc1ccc(CSc2nnc(-c3ccccn3)n2Cc2ccco2)c(Cl)c1	6	13	12	4	7	5
15	Cc1ccc(S(=O)(=O)N2CCOCC2)cc1NC(=O)COC(=O)c1cnc(Cl)c(Cl)c1	2	4	-2	2	20	0
16	COCCNC(=O)c1cc(-c2ccccc2)n(Cc2cc(C)no2)n1	-6	-15	-6	0	2	0
17	CCc1nnc(NC(=O)CSc2nnc(-c3ccccc3OC)n2-c2ccccc2)s1	-1	-2	3	-9	21	-13
18	CCC(C)NCCCOc1ccc(C)cc1OC (stereo unspecified)	2	3	-3	0	-9	13
19	CCCN(C(=O)Cc1csc(-c2ccccc2)n1)C1CCS(=O)(=O)C1 (stereo unspecified)	-8	6	-3	-1	-7	-6
20	C=CCNC(=S)NNC(=O)c1ccc(OCCC)cc1	5	-5	-3	-13	-13	5
21	Cn1nc(C(C)(C)C)cc1C(=O)N1CCCCC1c1cc(C(=O)Nc2ccc3c(c2)OCO3)no1 (stereo unspecified)	20	-2	-3	/	-7	-2
22	O=C(Nc1nccs1)c1ccc(COc2ccc(F)cc2)o1	-9	-53	-12	-3	-12	-30
23	CCC(C(=O)N/N=C(\C)c1cccnc1)c1ccccc1 (stereo unspecified)	-4	1	1	0	2	-5
24	CNC(=O)/C(C#N)=c1\s/c(=C/C(=O)OC)c(=O)n1-c1ccccc1	-9	9	-2	7	15	5
25	Cc1cc(-n2nc3ccccc3n2)c(O)c([N+](=O)[O-])c1	-4	-6	-2	-2	-13	-30
26	Cn1c(CCNC(=O)c2cccs2)n[nH]c1=S	-9	0	10	-1	-12	3
27	CC(=O)c1cc(CN2CCN(C3CCN(C(C)C)CC3)C(CCO)C2)cs1 (stereo unspecified)	2	6	7	-9	-1	6
28	CCOc1cc(C(=S)N2CCOCC2)ccc1OS(=O)(=O)c1ccccc1	14	-8	0	-12	7	4
29	Cc1cc(C(=O)CN2C(=O)C(=O)N(Cc3ccccc3)C2=O)c(C)n1-c1ccccc1F	16	-11	-8	-4	2	3
30	CCn1c(COc2c(C)cccc2C)nnc1SCc1nc2ccccc2c(=O)[nH]1	7	7	1	3	-10	-22

no.	SRC3 inh	TROY signal inh	NR2F2 inh	SRC2 inh	LMP1 NFkB inh
10	-12	-57	-2	-6	-15
11	-2	-4	/	/	10
12	-4	-17	5	-6	-7
13	11	3	18	-34	6
14	2	-12	7	-10	11
15	-2	16	2	-15	4
16	3	-1	-6	-14	-22
17	-1	1	5	-8	-5
18	-1	-3	10	-1	1
19	9	-1	-4	2	-2
20	10	-3	4	2	-5
21	-41	15	16	9	/
22	-42	-32	-26	-11	-32
23	5	-18	0	-6	2
24	-7	9	-3	-8	-1
25	2	-1	-13	2	5
26	17	-4	8	-2	2
27	5	-11	-3	12	8
28	4	7	-21	6	1
29	28	-6	-3	-14	-27
30	16	1	-10	3	-11

# (further entries)
no.	Compound	TWEAK-Fn14 inh	LRH-1 inv ag	NOD2-RIPK2 inh	TLR9-MyD88 block	TRAIL sens C8	SRC1 inh
31	COc1ccc(C(=O)CCC(=O)Nc2ccc(N3CCN(C)CC3)cc2)cc1OC	21	18	3	-3	11	-22
32	CSc1ccc(/C=C(\C#N)C(=O)NC2CCCCC2C)cc1 (stereo unspecified)	35	2	0	0	-6	5
33	COc1ccc(CNC(=O)C2CCCN(c3ncnc4c3nc3n4CCCCC3)C2)cc1 (stereo unspecified)	5	-13	-3	-11	-2	7
34	O=C(NC(=S)NCCc1ccccc1)c1cccc(Cl)c1	-12	-13	3	11	7	-4
35	CC(C)CCN1CCN(Cc2cccc(C(F)(F)F)c2)CC1CCO (stereo unspecified)	-2	12	-11	-10	0	-33
36	O=C1OC[C@H]2CCCN2C(=O)[C@@H](CC(=O)N(CCO)Cc2ccccc2)C/C=C\C[C@@H]1Cc1ccc(F)cc1	4	-10	-1	2	-8	6
37	CCOC(=O)C1CCN(C(=O)COC(=O)c2oc3ccccc3c2C)CC1	-24	2	-13	3	-8	3
38	O=C(C[n+]1ccccc1)Nc1ccc(Cl)c([N+](=O)[O-])c1	-2	5	2	-6	-10	4
39	CCN1CCN(c2ncc(C(=O)Nc3c(F)cc(F)cc3Br)c3ccccc23)CC1	34	4	-2	2	5	-2
40	CC(C)c1ccc(CNC(=O)C2(C)CCCN2C)cc1 (stereo unspecified)	0	0	5	/	3	-10
41	Cc1cccc(CN2CCC(CNC(=O)Nc3ccccc3F)CC2)c1	5	2	0	9	-9	9
42	Nc1c(C(=O)Nc2ccc(F)cc2)sc(=S)n1-c1ccccc1F	-36	-45	-4	2	12	-14
43	OCCN(CC(O)Cn1ccc2ccccc21)CC(O)Cn1ccc2ccccc21 (stereo unspecified)	-4	11	-8	-2	-1	-17
44	C=CCc1ccccc1OCC(O)CN1CCN(Cc2ccc3c(c2)OCO3)CC1 (stereo unspecified)	3&-24	9&18	-7&5	-16&-2	-1&0	6&-1
45	CC1CN(c2nc3ccccn3c(=O)c2/C=C(\C#N)S(=O)(=O)c2ccccc2)CC(C)O1 (stereo unspecified)	-4	13	7	-2	-16	9

no.	SRC3 inh	TROY signal inh	NR2F2 inh	SRC2 inh	LMP1 NFkB inh
31	9	-6	15	-29	-6
32	15	-11	-3	5	1
33	14	10	/	/	1
34	-21	-29	5	-40	0
35	19	3	14	-1	2
36	1	12	14	-17	-4
37	-4	-2	3	-13	-1
38	4	26	15	-15	-8
39	-8	-5	-8	-14	2
40	14	8	-9	10	/
41	11	-22	16	-10	3
42	-27	-52	-23	-64	-20
43	7	5	-2	-25	-2
44	-15&20	7&-10	10&-15	-16&-12	11&-3
45	-18	-21	-16	16	0

# Continuation:
no.	Compound	TWEAK-Fn14 inh	LRH-1 inv ag	NOD2-RIPK2 inh	TLR9-MyD88 block	TRAIL sens C8	SRC1 inh
46	O=C(/C=C/c1ccco1)OCC1CCCN2CCCCC12 (stereo unspecified)	-11	-11	-16	-46	-3	-18
47	CC1=C(c2ccc(F)cc2)[N+](=O)C(C)(C)N1[O-]	10	2	-10	0	-3	-14
48	C=Cc1ccc(CN2CCCN(Cc3ccc(Cl)cc3)S2(=O)=O)cc1	6	-18	-2	-5	-6	-18
49	O=S(=O)(c1ccc(Cl)cc1)N1CCN(C2CCN(Cc3ccccc3)CC2)CC1	10	8	0	-3	16	0
50	CCCn1c(/N=C/c2ccc3c(c2)OCO3)nc2ccccc21	14	15	-5	-2	-14	0

no.	SRC3 inh	TROY signal inh	NR2F2 inh	SRC2 inh	LMP1 NFkB inh
46	12	-9	-6	12	-3
47	3	3	10	2	-1
48	4	13	-7	-31	-8
49	8	-4	1	-13	1
50	-8	-5	-2	-12	8

# Source: PubChem BioAssay (several laboratories)
